Screening results from PubChem BioAssay.
Tau fibril ThT – blocks human tau fibril formation measured by thioflavin T; P10636; recombinant tau K18 P301L, heparin-induced fibrillization, ThT fluorescence; Potency, µM (top dose mostly 57.4 µM), for inactives: top-dose activity, negative = inhibition, usual class: inhibitors; 2.1% of 270,000 active; AID 1460; further: on the % scale 0 is the no-effect control and ±100 the full control effect; nearly all actives have a fitted effect of over 55% in size
Target sequence (P10636 561-689 P618L limits assumed): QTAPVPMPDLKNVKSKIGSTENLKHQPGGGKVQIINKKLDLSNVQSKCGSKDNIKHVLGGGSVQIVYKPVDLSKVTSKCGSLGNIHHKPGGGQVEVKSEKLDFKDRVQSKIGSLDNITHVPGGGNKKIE
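ThT emission at 510 nm, taken 1 hr after adding 30 uM dye, quantifies aggregates formed when 20 uM heparin acts on human tau K18 P301L for 6 hr at 37 C.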
HTT ATP protect – protects HTT-Q103 PC12 cells, measured by ATP | PC12 HTT-Q103 induced, cytoprotection, ATP luminescence, 40 h | Potency, µM (top dose mostly 56.4 µM), for inactives: cytoprotection (ATP increase), hits mostly activators | 0.14% of 230,000 active | AID 1471;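 further: % of control where 0% means no effect; nearly all actives have a fitted effect of over 45% in size; toxic huntingtin expression switched on by the ecdysone agonist tebufenozide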
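Readout: ATPlite luminescence (ATP level). Model: stable PC12, inducible Htt exon1 Q103-GFP. Inducer: tebufenozide, 100 nM final. Compounds: dose series. No G418 in medium.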
Tau fluor counter – counter-screen for tau fibril formation inhibitors | tau K18 P301L (four-repeat tau fragment) Alexa594 fluorescence, heparin fibrillization | Potency, µM (titrated, usually from 57.7 µM), for inactives: at the highest dose activity change, negative = decrease | 0.93% of 280,000 active | AID 1463; further: on the % scale 0 is the no-effect control and ±100 the full control effect; nearly all actives have a fitted effect of over 55% in size
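Human K18 P301L tau (15 uM unlabeled plus 0.24 uM Alexa 594-labeled, final) in 100 mM sodium acetate pH 7 was mixed with compound and 20 uM heparin and incubated 6 hr at 37 C.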
aGal spleen mod – alpha-galactosidase A (human) modulation; P06280; human spleen homogenate, 4MU-alpha-Gal fluorescence, 40 min; Potency, µM (top dose mostly 80 µM), for the others: top-dose activity change, negative = inhibition, actives largely listed as inhibitors; 0.008% of 240,000 active;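 further: 0% = enzyme with vehicle and -100% = no enzyme basal signal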
Target sequence (P06280 32-429 limits assumed): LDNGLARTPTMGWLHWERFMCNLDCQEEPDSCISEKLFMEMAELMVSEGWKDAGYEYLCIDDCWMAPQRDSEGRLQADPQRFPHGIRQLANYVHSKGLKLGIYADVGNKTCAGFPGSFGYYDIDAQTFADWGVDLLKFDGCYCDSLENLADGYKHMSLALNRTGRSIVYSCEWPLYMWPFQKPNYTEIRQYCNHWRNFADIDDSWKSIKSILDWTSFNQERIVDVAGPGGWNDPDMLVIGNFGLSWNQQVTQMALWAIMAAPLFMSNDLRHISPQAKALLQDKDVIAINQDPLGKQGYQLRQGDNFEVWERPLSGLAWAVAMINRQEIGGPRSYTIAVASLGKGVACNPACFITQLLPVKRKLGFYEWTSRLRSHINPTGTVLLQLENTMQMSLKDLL
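Spleen homogenate 1 ug + cpd (titration) + 4-MU-alpha-D-galactopyranoside 1 mM; 37C 40 min; 50 mM citrate/phosphate pH 5.0, 0.01% Tween-20; stop pH 10; fluorescence 365/440; AC50 via Hill.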
GAA spleen mod – inhibits or activates alpha-glucosidase in human spleen homogenate. human spleen homogenate, 4-MU-alpha-glucoside fluorescence. 0.006% of 240,000 active. P10253. Potency, µM (highest dose often 79.9 µM), for inactives: top-dose activity change, negative = inhibition, usual class: inhibitors;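 further: 0% = enzyme with vehicle and -100% = no enzyme basal signal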
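Enzyme source: human spleen homogenate, 1 ug/well. Buffer 50 mM citric acid/K phosphate pH 5.0, 0.01% Tween-20. 4-MU-alpha-glucoside 1 mM; 37 C x 40 min; NaOH/glycine stop; fluorescence.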
Tau fibril FP – tau fibrillization inhibition (FP); 0.39% of 280,000 active; K18 P301L tau heparin fibrillization, Alexa594 FP, 6 h; Potency, µM (series often up to 57.7 µM), for inactives: at the highest dose activity, negative = inhibition, usual class: inhibitors; P10636; AID 1468; further: on the % scale 0 is the no-effect control and ±100 the full control effect; nearly all actives have a fitted effect of over 55% in size
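Human K18 P301L fragment (15 uM unlabeled plus 0.24 uM Alexa 594-labeled) in 100 mM sodium acetate pH 7 with compound, aggregation induced by 20 uM heparin for 6 hr at 37 C. ThT (30 uM) added for 1 hr, then Alexa 594 FP read.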
GAA glycogen – inhibitors or activators of human alpha-glucosidase glycogen cleavage; Potency, µM (titrated, usually from 76.4 µM), without a hit: at the top dose activity change, negative = inhibition, actives largely listed as inhibitors; 0.38% of 300,000 active; P10253; recombinant GAA, glycogen substrate, Amplex Red glucose oxidase fluorescence;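 further: 0% = full enzyme reaction and -100% = no-enzyme basal signal; the screen sought inhibitors and activators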
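Recombinant human enzyme (4 nM); glycogen substrate; 37 C, 40 min, pH 5.0. Readout: coupled glucose oxidase/Amplex Red fluorescence.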
GAA inh – alpha-glucosidase (human) inhibition; P10253; 0.005% of 200,000 active; purified human GAA, 4-MU-alpha-glucoside fluorescence; Potency, µM (titrated, usually from 76.9 µM), for the others: top-dose activity change, negative = inhibition, actives largely listed as inhibitors;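 further: plate controls were uninhibited enzyme wells for no effect and no-enzyme background for full effect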
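qHTS format, compound range up to 77 uM. Human lysosomal enzyme at 4 nM, 400 uM 4-MU glucoside substrate, pH 5.0, 20 min room temperature; fluorescence after alkaline stop gives activity normalized to controls.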
The depositor's hits bear a star; ? = inconclusive; . = no result given; [ ] = remark or other dose. The call rests on the fitted dose curve; in most records, active means well fitted curve in the direction sought with a large enough effect; inconclusive means small, poorly fitted or top-dose-only effect, or another doubt; inactive means no such curve, though single readings can be large; an effect the other way counts as inactive or inconclusive. Potency means the concentration at half of the fitted maximal effect.

Abbreviations – A = Tau fibril ThT; B = HTT ATP protect; C = Tau fluor counter; D = aGal spleen mod; E = GAA spleen mod; F = Tau fibril FP; G = GAA glycogen; H = GAA inh
#1 Cc1cc(C)c(NC(=O)Nc2ccc3snnc3c2)c(C)c1
  A: -8%	B: .	C: ?	D: .	E: .	F: ?	G: 4%[76.3 µM]	H: .
#2 Fc1ccccc1-c1nc(-c2ccccc2)no1
  A: -8%	B: 0%[10 µM]	C: -9%	D: -6%	E: -4%	F: -6%	G: -9%	H: -1%
#3 O=C(CN1CCOCC1)Nc1ccc2c(c1)OCCO2
  A: -1%	B: -9%[10 µM]	C: -1%	D: -3%	E: 4%	F: -11%	G: 6%	H: .
#4 COc1cccc(-c2cc(C(F)(F)F)nc(N3CCC(C)CC3)n2)c1
  A: -7%	B: -3%	C: -8%	D: 7%	E: -4%	F: -8%	G: 1%	H: -4%
#5 CCOc1cc(/C=C2\SC(=O)N=C2N)ccc1O
  A: ?	B: 10%[10 µM]	C: -25%	D: 6%	E: -2%	F: 11%	G: -23%	H: -5%
#6 CCC(=O)Nc1ccc(NC(=O)CSc2nnnn2CC)cc1C
  A: -3%	B: -5%	C: 1%	D: 0%	E: 0%	F: -3%	G: 6%	H: -7%
#7 COc1cccc(C(=O)Nc2nc3nc(C)c(C)c(=O)n3[nH]2)c1
  A: -12%	B: .	C: 1%	D: .	E: .	F: -3%	G: -2%[76.3 µM]	H: .
#8 O=C1C2C3C=CC(CC3)C2C(=O)N1/N=C/c1ccc(O)c(O)c1 (stereo not drawn)
  A: -9%	B: 9%[10 µM]	C: -13%	D: -1%	E: -4%	F: -5%	G: 7.1µM*	H: -1%
#9 Cc1oc2ccc(O)cc2c1C(=O)OC(C)C
  A: -2%	B: -9%[1.9 µM]	C: -10%	D: 24%	E: -6%	F: 8%	G: -1%	H: ?
#10 O=C(NC1CCc2ccccc21)C12CN(Cc3ccccc3)CC1C(c1cccc([N+](=O)[O-])c1)=NO2 (stereo not drawn)
  A: -9%	B: -7%[10 µM]	C: -24%	D: -4%	E: -1%	F: 8%	G: 2%	H: -16%
#11 O=C1c2ccccc2C(=O)N1CCCC(=O)N1CCc2ccccc21
  A: -15%	B: -10%[10 µM]	C: -9%	D: 1%	E: -5%	F: 0%	G: -3%	H: -3%
#12 COc1cc(OC)c(C(=O)Nc2ccccc2-c2ccccc2)cc1OC
  A: ?	B: 4%[10 µM]	C: -28%	D: 4%	E: -5%	F: -6%	G: -1%	H: -13%
#13 O=C(O)/C(=C1/OC(=O)c2ccccc21)c1ccccc1
  A: -4%	B: -2%[10 µM]	C: -3%	D: 7%	E: 3%	F: -4%	G: -4%	H: -9%
#14 CC(C)C(NC(=O)c1ccccc1Br)c1ccccc1 (stereo not drawn)
  A: -2%	B: 1%[10 µM]	C: -5%	D: 5%	E: -2%	F: -8%	G: -8%	H: 4%
#15 Cc1cc(C)cc(-c2nnc(SCC(=O)NCc3cccs3)o2)c1
  A: -14%	B: -8%[10 µM]	C: -4%	D: 1%	E: -4%	F: -1%	G: -9%	H: -3%
#16 O=C(CCNC(=O)Cn1ccc2ccccc2c1=O)NCc1ccccn1
  A: 1%	B: 10%	C: -5%	D: -19%	E: -5%	F: -4%	G: -1%	H: 2%
#17 CC(C)Cn1c(SCc2nc3ccccc3c(=O)[nH]2)nc2ccccc2c1=O
  A: 1%	B: -30%	C: -7%	D: -2%	E: -9%	F: -2%	G: 3%	H: -7%
#18 CCOc1nc(NC(=O)NS(=O)(=O)Oc2cccc(F)c2)nc(-c2ccccc2)n1
  A: -8%	B: .	C: -6%	D: .	E: .	F: -1%	G: 6%[76.3 µM]	H: .
#19 O=C(CCNS(=O)(=O)c1cccc2nsnc12)N1CCc2ccccc21
  A: -16%	B: 20%	C: -14%	D: -1%	E: -3%	F: 5%	G: 0%	H: -13%
#20 Cc1ccc(Nc2c(-c3cc(Br)ccc3F)nc3cc(C)ccn23)cc1
  A: -3%	B: .	C: -12%	D: .	E: .	F: 8%	G: -9%[76.3 µM]	H: .
#21 COc1ccc(OCC(O)CN2C(=O)NC(C)(C)C2=O)cc1 (stereo not drawn)
  A: -8%	B: -4%	C: -4%	D: 1%	E: 5%	F: 8%	G: 9%	H: 6%
#22 CCn1c(SCC(=O)Nc2ccccc2F)nc2c(c1=O)SC(C)C2 (stereo not drawn)
  A: -7%	B: 12%[10 µM]	C: -2%	D: -1%	E: -1%	F: 3%	G: 3%	H: ?
#23 CC(=O)Nc1ccc(OC(=O)c2c(-c3ccccc3Cl)noc2C)cc1
  A: 6%	B: 4%[10 µM]	C: -13%	D: -9%	E: -6%	F: -10%	G: 5%	H: -1%
#24 O=C1OCCC1Sc1ncnc2sc3c(c12)CCC3 (stereo not drawn)
  A: -1%	B: 12%[10 µM]	C: 4%	D: 2%	E: -25%	F: 1%	G: 3%	H: -12%
#25 CCCCOC(=O)c1cc(Cl)c(O)c(OC)c1
  A: -2%	B: 3%[10 µM]	C: -8%	D: -3%	E: -10%	F: 10%	G: -3%	H: 0%
#26 COc1ccc(C(=O)NNC(=O)CSc2nc3c(c(=O)n(C)c(=O)n3C)n2C)cc1
  A: 2%	B: 27%[10 µM]	C: 6%[2.34 µM]	D: -12%	E: -14%	F: -3%	G: -7%	H: 5%
#27 Cc1c(Br)cc(C(=O)N2CCCC2)c(C)c1C
  A: -7%	B: -2%	C: 7%	D: 1%	E: -5%	F: 4%	G: 6%	H: ?
#28 COc1cccc(Cn2c(=O)ccc3ccccc32)c1
  A: 2%	B: -15%	C: 0%	D: 5%	E: -3%	F: -7%	G: -3%	H: 0%
#29 CCc1ccc(OCC(=O)NNC(=O)Cc2cccs2)cc1
  A: -9%	B: 21%[1.9 µM]	C: -8%	D: 3%	E: -9%	F: 2%	G: -6%	H: -2%
#30 S=C(Nc1ccccc1)N1CCN(c2ccc(N3CCOCC3)nn2)CC1
  A: ?	B: -33%	C: -10%	D: -1%	E: 3%	F: -9%	G: 7%	H: 3%
#31 COc1cccc(C(=O)Nc2ccc(-c3cn4cccnc4n3)cc2)c1OC
  A: -17%	B: .	C: -14%	D: .	E: .	F: 3%	G: -5%[76.3 µM]	H: .
#32 CC(C)CC(C(=O)NC1CCCC1)N(Cc1ccc2c(c1)OCO2)C(=O)c1snc(C(N)=O)c1N (stereo not drawn)
  A: -3%	B: .	C: -8%	D: 1%	E: -6%	F: 3%	G: -18%	H: ?
#33 CCc1nnc(NC(=O)CSc2nnc(Cc3cccn3C)n2C)s1
  A: -3%	B: -18%	C: -8%	D: 1%	E: 3%	F: 7%	G: 16%	H: -4%
#34 Cc1ccccc1OCC(=O)NC(=S)Nc1ccc(Br)c(C)n1
  A: -18%	B: ?	C: -10%	D: 0%	E: -8%	F: -6%	G: 10%	H: ?
#35 COCCN(C(=S)Nc1cccc(OC)c1)C1CCN(C(C)=O)CC1
  A: -10%	B: -5%[10 µM]	C: -9%	D: -1%	E: 6%	F: 5%	G: -5%	H: -2%
#36 COc1ccc(NC(=O)Cn2c(=O)n(Cc3ccc(C(=O)NCc4ccccc4Cl)cc3)c(=O)c3ccccc32)cc1OC
  A: 5%	B: .	C: ?	D: .	E: .	F: ?	G: -4%[76.3 µM]	H: .
#37 CC(C)Nc1nc(Oc2ccc(Cl)cc2)cc(C(F)(F)F)n1
  A: 0%	B: 1%	C: -6%	D: -19%	E: -7%	F: -2%	G: -5%	H: 2%
#38 Cc1ccc(C(=O)c2oc3ccccc3c2NC(=O)c2nc(S(C)(=O)=O)ncc2Cl)cc1F
  A: ?	B: .	C: ?	D: .	E: .	F: -4%	G: 3%[76.3 µM]	H: .
#39 Cn1nc(C(F)(F)F)c2cc(NC(=O)OCC(C)(C)C)sc21
  A: -17%	B: -11%	C: -29%	D: 1%	E: -4%	F: 12%	G: -26%	H: -11%
#40 CC(C)Cc1ccc(-c2cc(=O)[nH][nH]2)cc1
  A: ?	B: -8%	C: -20%	D: -7%	E: -2%	F: 11%	G: 15%	H: 4%
#41 COCCOC(=O)C1=C(C)N=c2s/c(=C\c3cccs3)c(=O)n2C1c1cccs1 (stereo not drawn)
  A: ?	B: 1%[10 µM]	C: -22%	D: 2%	E: 3%	F: -1%	G: -2%	H: ?
#42 O=C(CSc1nc(-c2ccc(F)cc2)cs1)Nc1ccccn1
  A: -1%	B: 36%[0.074 µM]	C: -1%	D: -4%	E: 1%	F: -7%	G: 0%	H: -15%
#43 COc1cc(NC(=O)c2cc3ccccc3cc2O)c(OC)cc1Cl
  A: ?	B: -30%[10 µM]	C: ?	D: -3%	E: -5%	F: -12%	G: 0%	H: .
#44 O=C(CCN1C(=O)c2ccc([N+](=O)[O-])cc2C1=O)Nc1nccs1
  A: 1%	B: -13%	C: -1%	D: 10%	E: 3%	F: 0%	G: 4%	H: -1%

8 entries from above in another layout:
#	Molecule	Tau fibril ThT	HTT ATP protect	Tau fluor counter	aGal spleen mod	GAA spleen mod	Tau fibril FP	GAA glycogen	GAA inh
1	Cc1cc(C)c(NC(=O)Nc2ccc3snnc3c2)c(C)c1	-8%	.	?	.	.	?	4%[76.3 µM]	.
2	Fc1ccccc1-c1nc(-c2ccccc2)no1	-8%	0%[10 µM]	-9%	-6%	-4%	-6%	-9%	-1%
3	O=C(CN1CCOCC1)Nc1ccc2c(c1)OCCO2	-1%	-9%[10 µM]	-1%	-3%	4%	-11%	6%	.
4	COc1cccc(-c2cc(C(F)(F)F)nc(N3CCC(C)CC3)n2)c1	-7%	-3%	-8%	7%	-4%	-8%	1%	-4%
5	CCOc1cc(/C=C2\SC(=O)N=C2N)ccc1O	?	10%[10 µM]	-25%	6%	-2%	11%	-23%	-5%
6	CCC(=O)Nc1ccc(NC(=O)CSc2nnnn2CC)cc1C	-3%	-5%	1%	0%	0%	-3%	6%	-7%
7	COc1cccc(C(=O)Nc2nc3nc(C)c(C)c(=O)n3[nH]2)c1	-12%	.	1%	.	.	-3%	-2%[76.3 µM]	.
8	O=C1C2C3C=CC(CC3)C2C(=O)N1/N=C/c1ccc(O)c(O)c1 (stereo not drawn)	-9%	9%[10 µM]	-13%	-1%	-4%	-5%	7.1µM*	-1%
